# Assay outcomes from PubChem.
# SW480 rereplic: DNA re-replication induction in SW480 cells; SW480 DNA re-replication, Hoechst DNA content imaging, 48 h; Potency, µM (titrated, usually from 46.1 µM), for the others: at the top dose re-replication activation, hits mostly activators; 340,000 compounds, 1.8% hits; AID 624297; also: potency is read from the fitted curve at half-maximal effect; % of control where 0% means no effect; nearly all actives have a fitted effect of over 55% in size
#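 Readout is total intensity of Hoechst-stained nuclei, excited at 405 nm and collected at 500-530 nm. Compound treatment lasted 48 hr at 37 C in 5% CO2 before staining.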
# HT1080-NT tox: kills 2HG-producing HT-1080-NT fibrosarcoma cells; AID 686970; 360,000 compounds, 1.6% hits; Potency, µM (titrated, usually from 46.1 µM), for inactives: top-dose activity, negative = less viability, hits mostly cytotoxic; HT-1080-NT fibrosarcoma viability, CellTiter-Glo ATP luminescence, 48 h;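 also: NT is the 2HG producing partner of a matched IDH1 knockdown line; potency is read from the fitted curve at half-maximal effect; 0% = DMSO-treated cells and -100% = media-only wells without cells; nearly all actives have a fitted effect of over 55% in size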
#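 Read-out is CellTiter-Glo luminescence after 10 minutes at room temperature, following 48 hours' compound treatment of HT-1080-NT cells (750 cells/well, RPMI, 5% FBS, 37 degrees C).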
# KB-3-1 tox: KB-3-1 parental cell cytotoxicity. Potency, µM (titrated, usually from 46.1 µM), without a hit: at the highest dose activity change, negative = cytotoxic, hits mostly cytotoxic. 400,000 compounds, 1.4% hits. AID 1347075. KB-3-1 viability, CellTiter-Glo ATP luminescence, 72 h; also: potency is read from the fitted curve at half-maximal effect; % is scaled to controls: 0 for no effect and ±100 for the full control effect; nearly all actives have a fitted effect of over 60% in size
#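 KB-3-1 cells, DMEM (no phenol red) + 10% FBS; compound by pin transfer, 72 h, 37 °C. Readout: CellTiter-Glo luminescence after 10 min. Data normalized, curve-fitted.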
# S2 tox: reduces viability in counter-screen for ATXN expression inhibitors; 400,000 compounds, 0.49% hits; Potency, µM (top dose mostly 56.7 µM), most hits filed as cytotoxic; S2 cells (HEK-293 line with an ATXN2-luciferase reporter) viability, CellTiter-Fluor protease fluorescence, 24 h; also: potency is read from the fitted curve at half-maximal effect; nearly all actives have a fitted effect of over 40% in size
# MCF10A rereplic: induces DNA re-replication in MCF 10a normal breast cells | MCF 10A DNA re-replication, Hoechst nuclear intensity, 48 h | Potency, µM (titrated, usually from 46.1 µM), without a hit: top-dose activity, positive = re-replication, hits mostly activators | 350,000 compounds, 2.9% hits; also: potency is read from the fitted curve at half-maximal effect; % of control where 0% means no effect; nearly all actives have a fitted effect of over 50% in size
# HT1080 IDH1KD tx: HT-1080 IDH1 knockdown cell toxicity (counter line); HT-1080 IDH1 knockdown viability, ATP luminescence, 48 h; Potency, µM (titrated, usually from 46.1 µM), for inactives: at the top dose activity, negative = toxicity, hits mostly cytotoxic; 360,000 compounds, 2% hits; AID 686971;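 also: potency is read from the fitted curve at half-maximal effect; 0% = DMSO wells and -100% = cell-free medium wells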
#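 CellTiter-Glo luminescence after 48 h compound exposure at 37 degrees C of IDH1-knockdown HT-1080 cells in 5% FBS RPMI. %Activity scaled between DMSO wells and cell-free media wells, with curves fitted and assigned curve classes.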
# ATXN2 expr inh: ATXN2 expression inhibition | HEK-293 ATXN2-luciferase reporter, luminescence, 24 h | Potency, µM (top dose mostly 57 µM), for inactives: top-dose activity change, negative = inhibition, actives largely listed as inhibitors | 360,000 compounds, 0.72% hits; also: potency is read from the fitted curve at half-maximal effect; % is scaled to controls: 0 for no effect and ±100 for the full control effect; nearly all actives have a fitted effect of over 55% in size
#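 qHTS (up to 57 uM final) was run with 24 h compound exposure of reporter cells at 37 °C. Each well was multiplexed: SteadyGlo luminescence measured ATXN2-luciferase expression after a fluorogenic Gly-Phe-AFC viability readout (25 uM final).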
# HepG2 tox: counter-screen for TGF-b inhibitors: cytotoxicity in HepG2 cells. HepG2 CAGA-GFP viability, ATP luminescence, 18 h. Potency, µM (highest dose often 46.1 µM), without a hit: at the top dose activity change, negative = cytotoxicity, usual class: cytotoxic. 410,000 compounds, 0.76% hits; also: potency is read from the fitted curve at half-maximal effect; some results filed as inactive show a strong effect at the top dose
#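 CellTiter-Glo luminescence gave cytotoxicity after 18 hours at 37 degrees C. The cells were HepG2 CAGA-GFP in 1% FBS DMEM, stimulated with 500 pg/mL TGF-beta after compound addition. %Activity was normalised to no-cell wells (complete cell-killing) and DMSO (no toxicity), and curves were fitted and classified.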
# IL1B secr inh: inhibitors of inflammasome signaling (IL-1 beta secretion) | AID 743279 | 360,000 compounds, 4.7% hits | activity change, % at 57.5 µM | THP-1 LPS/ATP IL-1B secretion, AlphaLISA, 16 h; stronger effect = lower value; in the data active = activity change below about -50%; inconclusive = mostly about -30% to -49%; also: % is scaled to controls: 0 for no effect and ±100 for the full control effect
#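 Secreted IL-1B measured by AlphaLISA bead assay after 16 h compound exposure of THP-1 cells; compounds (final up to 57.5 uM) added 1 h before LPS (250 ng/mL) and ATP (1.25 mM) stimulation; lower signal means less secretion.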
# * hit, by the source's call; i = inactive; ? = inconclusive; nt = no result given; & = joins results of further samples; [ ] = dose if it differs, or a comment. Unless noted, calls follow the shape of the dose curve; as a rule, active = well fitted curve in the direction sought with a large enough effect; inconclusive = small, poorly fitted or top-dose-only effect, or another doubt; inactive = no such curve, though single readings can be large; an effect the other way counts as inactive or inconclusive.
1	C/C(=N\NC(=O)c1ccccc1)C1C2C=CC(C2)C1(C)C (stereo not given)
2	OC1(C#CCN2CCCC2)c2ccccc2-c2ccccc21
3	CCOc1ccc(C(CC(=O)O)NC(=O)C2c3ccccc3Oc3ccccc32)cc1 (stereo not given)
4	S=c1nc(-c2csc3c2CCCC3)[nH][nH]1
5	Cc1ccc(-c2noc(CCC(=O)NCCCN3CCN(c4cccc(Cl)c4)CC3)n2)cc1
6	CCOC(=O)Cn1c(=N)n(Cc2ccc(C(C)(C)C)cc2)c2ccccc21
7	O=C1OC[C@H]2CCCN2C(=O)[C@@H](CC(=O)N(CCO)Cc2ccccc2)C/C=C\CC[C@H]1Cc1ccc(F)cc1
8	CC1(C(=O)NCc2cccc(Cl)c2)Cc2c(-c3ccc(C(N)=O)cc3)ccnc2O1 (stereo not given)
9	O=C(CCCc1ccccc1)Nc1ccnn1C1CCN(Cc2ccc(Cl)cc2)CC1
10	Cc1nn(Cc2ccc(C(=O)n3cccn3)o2)c(C)c1Br
Assay by compound	1	2	3	4	5	6	7	8	9	10
SW480 rereplic	-3%	1%	3%	-5%	?	nt	0%	nt	?	-4%
HT1080-NT tox	15%	-4%	-12%	6%	?	nt	1%	-21%	-25%	-5%
KB-3-1 tox	13%	-5%	-1%	0%	18µM*	-11%	-24%	?	-21%	-2%
S2 tox	i	i	i	i	i	?	i	i	i	i
MCF10A rereplic	?	1%	-1%	-5%	?	nt	-7%	nt	?	-2%
HT1080 IDH1KD tx	3%	-24%	1%	-10%	?	nt	-11%	-24%	-16%	1%
ATXN2 expr inh	2%	8%	nt	-7%	?	-13%	-7%	6%	nt	5%
HepG2 tox	-17%	16%	5%	-16%	-23%	-52%	-28%	-5%	-30%	0%
IL1B secr inh	?	-5	5	0	-67*	nt	?	-16	-1	11

11	CCn1c(=O)cc(OCC(=O)N(C)c2ccccc2F)c2ccccc21
12	O=C(CN1C(=O)c2ccccc2S1(=O)=O)c1ccccc1F
13	CCC(=O)c1ccc(OCC(O)CN2CCc3ccccc3C2)cc1 (stereo not given)
14	Cc1nn(-c2ccc(N3CCOCC3)nn2)c(C)c1CCC(=O)NCc1ccccc1F
15	Cc1ccc2ccccc2c1C(O)c1ncc(-c2ccc(C(F)(F)F)cc2)[nH]1 (stereo not given)
16	CCCCN(CCCC)C(=O)CN(C)S(=O)(=O)c1ccc2c(c1)n(C)c(=O)c(=O)n2C
17	CN(C)c1ccc(NC(=O)CSc2n[nH]c(-c3ccco3)n2)cc1
18	Cc1c2cnn(-c3ccccc3)c(=O)c2c(C)n1CCCC(=O)NCCN1CCN(C)CC1
19	COc1ccc(C(=O)CC2OC(=O)c3ccccc32)cc1OC (stereo not given)
20	O=C(Nc1ccc(S(=O)(=O)NC2CCCC2)cc1)c1cnccn1
Assay by compound	11	12	13	14	15	16	17	18	19	20
SW480 rereplic	0%	-5%	3%	-30%	nt	-5%	1%	-11%	-11%	3%
HT1080-NT tox	12%	8%	2%	-1%	?	8%	22%	12%	0%	0%
KB-3-1 tox	-2%	9%	-2%	0%&6%	-1%	-5%	2%	11%	-8%	-27%
S2 tox	i	i	?	i	?	i	?	i	i	i
MCF10A rereplic	15%	4%	14%	-6%	nt	-8%	-4%	0%	18%	15%
HT1080 IDH1KD tx	15%	9%	1%	1%	?	10%	17%	14%	-2%	-2%
ATXN2 expr inh	7%	7.9µM*	nt	0%&3%	-38%	11%	-17%	12%	9%	-1%
HepG2 tox	-16%	5%	-19%	0%&-5%	-51%	6%	-4%	-43%	-19%	-2%
IL1B secr inh	-16	28	-12	3	-1	0	15	-15	-29	13

21	CC(=O)N/C(=C\c1ccc(F)cc1)C(=O)OC(C)C
22	Cc1c(C(=O)Nc2ccc(S(=O)(=O)N(C)C3CCN(C)CC3)cc2)oc2ccccc12
23	CCN(C(=O)C1CCN(c2nc(-c3ccc(OC)cc3)no2)CC1)c1ccc(OC)cc1
24	Cc1ccccc1S(=O)(=O)NC(=O)C1(C)CCN1C(=O)Cc1ccc(Cl)cc1Cl (stereo not given)
25	Cc1nc2ccccc2n1CC(=O)N/N=C/c1cccs1
26	Cc1ccccc1C(=O)NCCCc1ccccc1
27	C=CCn1c(SCC(=O)Nc2cc(C)cc(C)c2)nnc1-c1cnccn1
28	COc1ccc(N2CCN(C(=O)c3ccccc3F)CC2)c([N+](=O)[O-])c1
29	COc1ccc(/C=C/C(=O)NCCCN2CCCCCC2)cc1
30	Cc1cc(NC(=O)c2c([N+](=O)[O-])c(C)nn2C)no1
Assay by compound	21	22	23	24	25	26	27	28	29	30
SW480 rereplic	2%	?	0%	nt	-7%	-11%	-2%	24%	-1%	-2%
HT1080-NT tox	5%	-10%	-22%	0%	6%	26%	16%	7%	17%	10%
KB-3-1 tox	4%	-25%	?	0%	4%	2%	?	-9%	16%	-5%
S2 tox	i	?	?	i	i	i	i	i	i	i
MCF10A rereplic	-3%	?	8%	nt	-10%	4%	-20%	?	16%	0%
HT1080 IDH1KD tx	14%	-11%	-4%	27%	-2%	16%	1%	3%	29%	20%
ATXN2 expr inh	-2%	?	-26%	3%	-23%	21%	-14%	-13%	-4%	-4%
HepG2 tox	8%	-47%	-18%	-7%	-15%	-6%	-24%	-17%	0%	-13%
IL1B secr inh	16	-52*	23	-18	8	-10	-2	?	-27	0

31	N#C/C(=C\c1ccc(OC(=O)c2cccs2)cc1)c1nc2ccccc2[nH]1
32	O=C(OCC(=O)N1CCCCC1)c1c[nH]c2ccccc12
33	CC1CCCC(C)N1C(=O)CCN1C(=O)C2C3C=CC(C3)C2C1=O (stereo not given)
34	CN(CC1CCCO1)S(=O)(=O)c1ccc(C(=O)NCc2ccccc2)cc1 (stereo not given)
35	Nc1nc(-c2ccccc2)[nH]c(=O)c1N
36	COc1ccc(-c2c(NC(=O)c3ccco3)oc3ccccc3c2=O)cc1OC
37	Cc1nnc(NC(=O)CCN2C(=O)C3CC=CCC3C2=O)s1 (stereo not given)
38	CCC(=O)c1cn(CC(=O)Nc2ccc(C)cc2)c2ccccc12
39	Cc1cnc(C(=O)OCc2cc(=O)n3c(C)cccc3n2)cn1
40	CC1(C)CSC(=NCCc2ccccc2)N1C(=O)c1ccc(C#N)cc1
Assay by compound	31	32	33	34	35	36	37	38	39	40
SW480 rereplic	5%	3%	-9%	-4%	-697%[inhibitor]	-38%[inhibitor]	nt	?	-11%	-5%
HT1080-NT tox	1%	-3%	-2%	-11%	1%	0%	6%	-11%	4%	-13%
KB-3-1 tox	-13%	0%	9%	-3%	0%	?	2%	21%	-5%	0%
S2 tox	?	i	i	i	i	i	i	i	i	i
MCF10A rereplic	?	0%	0%	5%	-6%	-15%	nt	1%	-2%	13%
HT1080 IDH1KD tx	2%	-4%	6%	3%	2%	-1%	4%	-14%	15%	-9%
ATXN2 expr inh	4%	25%	-4%	-14%	-9%	-2%	nt	-10%	6%	3%
HepG2 tox	13%	6%	1%	-4%	-31%	2%	2%	10%	3%	-19%
IL1B secr inh	-11	0	19	23	-14	-4	8	24	10	-7

41	COc1ccc(NC(=O)c2cccc(S(=O)(=O)NCc3ccccc3)c2)cc1S(N)(=O)=O
42	CCN1CCN(C(=O)c2ccc3c(c2)N(Cc2ccc(F)cc2)C(=O)c2ccccc2S3=O)CC1 (stereo not given)
43	C=CCn1c(N)nc2ccccc21
44	CCCCc1ccc(NC(=O)CSc2nc(=O)n(CCCN3CCOCC3)c3c2CCC3)cc1
45	CCOC1=CC2=C(C(=O)C(Cl)=CC2=O)[C@@H]2CN(S(=O)(=O)c3ccc(C)cc3)[C@@H](c3ccccc3)[C@H]12
Assay by compound	41	42	43	44	45
SW480 rereplic	?	-2%	-3%	13%	nt
HT1080-NT tox	2%	-3%	5%	?	?
KB-3-1 tox	14%	-1%	9%	-20%	-13%
S2 tox	i	i	i	i	?
MCF10A rereplic	3%	2%	0%	24%	nt
HT1080 IDH1KD tx	4%	-1%	3%[9.24 µM]	?	?
ATXN2 expr inh	2%	4%	1%	2%	?
HepG2 tox	12%	-16%	-9%	-52%	-28%
IL1B secr inh	18	-4	0	-83*	0
